Screening data: PubChem BioAssay, several laboratories
SDO1 yeast rescue = restores growth of sdo1-depleted yeast; S. cerevisiae sdo1-depleted JHY4D growth rescue, OD600 30 h; hits give high values; pdr5 snq2 efflux-pump mutant strain; z-score at 10 µM; 140,000 tested, 0.21% active; AID 817;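 active = z-score above 3 at both the 24 hr and the 30 hr optical density reads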;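 note: z-score against mean and SD of all compound wells on the same plate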
Insulin prom inh = TRM-6 insulin promoter activity inhibition; 130,000 tested, 0.9% active; TRM-6 cells (human fetal islet line), insulin promoter-eGFP reporter, imaging; reporter expression induced with tamoxifen; inhibition, % at 2 µM; AID 1273;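 active = inhibition above the mean plus 3 SD, with well images judged a real hit on visual review, cut at about 60% in these data, passing the limit was not always enough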
SDO1 yeast rescue Rescue 24 h = further read-out of SDO1 yeast rescue, marked with its call; z-score; S. cerevisiae sdo1-depleted JHY4D growth rescue, OD600; measured here: growth rescue at 24 h;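 0 is the plate mean of compound wells and units are plate SD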
An asterisk follows results filed as active; x = not tested or not shown; [ ] = remark or other dose. Only part of the results is shown (hit frequency here may not be typical).

SMILES	SDO1 yeast rescue	SDO1 yeast rescue Rescue 24 h	Insulin prom inh
CCOC(=O)C(CC)Sc1nc2c(c(=O)[nH]c(=O)n2C)n1CCc1ccccc1 (stereo not given)	-0.42	-1.1	x
CC(CC(=O)O)CC1=NS(=O)(=O)c2ccccc2N1 (stereo not given)	-0.02	-0.63	x
CCCCn1c(N)c(N(CCOC)C(=O)CSc2nc3ccc(C)cc3[nH]2)c(=O)[nH]c1=O	-0.43	-0.98	-171
COc1cccc(/C=N/NC(=O)C(=O)N/N=C/c2cccc(OC)c2OC)c1OC	-0.39	0.73	0
Cc1cccc2cc(CN(CC3CCCO3)C(=O)c3cnccn3)c(=O)[nH]c12 (stereo not given)	-0.19	-0.88	30
COC(=O)c1c(-n2cnnn2)sc(C)c1C	0.73	1.1	x
O=C(CC1(O)C(=O)N(CCc2ccccc2)c2ccccc21)c1ccco1 (stereo not given)	-0.3	-0.13	x
CCN(CC)S(=O)(=O)c1cccc(-c2nnc(SCCOc3ccccc3C)o2)c1	0.47	0.6	x
CCOC(=O)C1=C(C)N(C)C(=S)NC1c1ccccc1Cl (stereo not given)	-0.72	0.65	x
COc1ccc(C2(CNC(=O)c3ccc(Br)o3)CCOCC2)cc1	1.3	2.9	-17
CCSc1nnc(-c2cccs2)o1	-0.1	-0.76	4
O=Cc1cc([N+](=O)[O-])ccc1N1CCOCC1	0.46	-0.45	8
O=C(NNC(=O)c1ccccc1-c1ccccc1C(=O)O)c1cccc([N+](=O)[O-])c1	0.49	0.08	10
O=C(CCCNS(=O)(=O)c1cccs1)N1CCc2ccccc2C1	-0.96	-1.3	x
COC(CC(=O)NNC(=S)Nc1ccc(Cl)cc1)OC	x	x	-64
COC(=O)C1(C(=O)OC)NOC2C(=O)N(N(C)c3ncc(C(F)(F)F)cc3Cl)C(=O)C21 (stereo not given)	x	x	45
NC(=O)CN1C(=O)C(O)(CC(=O)/C=C\c2ccc3c(c2)OCO3)c2ccccc21 (stereo not given)	x	x	-88
O=C(c1ccc(N2CCN(CCO)CC2)nc1)N1CCOCC1	0	-0.73	27
CCCCN(CCCC)C(=O)c1cc(Cl)ccc1[N+](=O)[O-]	-0.33	-0.38	-7
OC(COCC1COc2ccccc2O1)CN1CCCCC1 (stereo not given)	1.2	1.6	x
Cc1cccc(CN2CCN(CC(=O)O)C2=O)c1	0.4[15.9 µM]	0.41	x
CCC(C(=O)OCCN(CC)CC)c1ccccc1 (stereo not given)	0.29	-0.62	33
CS(=O)(=O)N(CC(=O)NCc1ccc2c(c1)OCO2)c1ccccc1	0.6	0.48	x
C/C(CC(=O)Nc1ccccc1Br)=N\NC(=O)C(=O)N1CCCC1	0.02	-0.37	7
O=C(Nc1nc2c(s1)CCc1ccccc1-2)c1ccco1	-1.9	-1.4	0
Cn1cccc1C(=O)OCC(=O)Nc1ccc2c(c1)CCC2	-0.21	-0.83	x
Cc1nnc(SCC(=O)Nc2ncc3c(n2)CC(C)(C)CC3=O)s1	0.28	-0.39	11
O=C(NCCCN1CCOCC1)NC12CC3CC(CC(C3)C1)C2	-0.79	-1	0
O=[N+]([O-])c1cc(-c2nc3nc4ccccc4nc3n2CCc2ccccc2)cc([N+](=O)[O-])c1	-1	0.05	4
CCN1C(=O)C(CC(=O)Nc2ccc(OC)cc2)N(Cc2cccnc2)C1=S (stereo not given)	0.48	-0.03	-16
COCCNC(=O)c1n[nH]c2ccccc12	x	x	55
COc1ccc(N2CCN(/C(=N\S(=O)(=O)c3ccccc3)Nc3nc(C)cc(C)n3)CC2)cc1	-0.77	-1.2	33
O=S(=O)(NCC1CCCO1)c1ccc(S(=O)(=O)N(Cc2ccc(F)cc2)Cc2ccco2)cc1 (stereo not given)	-0.85	-0.2	19
Nc1nc(NCc2ccccc2)nc(Nc2cccc(F)c2)c1[N+](=O)[O-]	0.22	0.74	29
CCOC(=O)N1CCN(C(=O)c2ccc3c(=O)n(Cc4ccc(Cl)cc4)c(=S)[nH]c3c2)CC1	-0.7	0.42	-21
O=[N+]([O-])c1ccc(COc2cccnc2)cc1	x	x	33
CCC(=O)N1CCc2cc(S(=O)(=O)CCC(=O)NCc3cccs3)ccc21	-0.13	-0.01	-17
CCOC(=O)c1c(C)[nH]c(C)c1C(=O)CN1C(=O)NC(CC(C)C)C1=O (stereo not given)	0.75	0.28	x
Cc1ccc(C)c(OCC(O)CN2C(C)CCCC2C)c1 (stereo not given)	1	0.95	-41
CS(=O)(=O)N(CC(=O)NCc1ccco1)c1ccccc1Cl	0.99	-0.42	7
c1ccc(CSc2ccc(-c3cccnc3)nn2)cc1	x	x	0
CCC(=O)Nc1ccccc1Oc1ccccc1	-0.11	-0.66	-182
CCOC(=O)Cc1nnc(NC(=O)COc2ccc(C)cc2)s1	-0.39	-0.17	x
CCc1ccc(NC(=O)C(CC)Sc2nc3cc4c(cc3c(=O)n2Cc2ccco2)OCO4)cc1 (stereo not given)	-1.4	0.13	23
O=C(CCC1CCCCC1)Nc1ccc(S(=O)(=O)Nc2nccs2)cc1	0.28	0.53	-24
C=CCOCCN1C(=O)C2C(c3ccccc3)C=CC(c3ccccc3)C2C1=O (stereo not given)	-1.6	-1.7	-41
COc1ccc(CCNC(N)=S)cc1OC	0.46	0.38	-44
S=c1[nH]cc(-c2ccccc2)n1-c1cccc(Cl)c1	-0.52	-0.86	28
COC(=O)c1[nH]c2ccccc2c1NC(=O)CCN1CCSCC1	0.4	-0.67	x
O=C(Nc1cc(-c2nn(CC(=O)N3CCCCC3)c(=O)c3ccccc23)ccc1N1CCOCC1)c1ccc(Cl)cc1	0.42	0.42	-40
COc1cc(OC)cc(C(=O)N[C@H](C(=O)OCC(=O)Nc2ccc(F)c(F)c2)C(C)C)c1	-0.45	-0.94	-7
COCCn1c(=S)[nH]c2cc(C(=O)N3CCN(c4ccccc4OC)CC3)ccc2c1=O	-0.52	-0.52	-21
COc1cc(/C=C/C(=O)O)cc(S(=O)(=O)N(CC(C)C)CC(C)C)c1OC	x	x	64
Cn1c(N)c(C(=O)COC(=O)c2ccco2)c(=O)n(C)c1=O	0.4	-0.26	45
O=c1cc(N2CCN(c3cccc(Cl)c3)CC2)[nH]c(=O)n1C1CCCCC1	0.47	3	14
CCCCCc1ccc(OCCOCCn2c[n+](C)c3ccccc32)c(CCCCC)c1	x	x	-64
COCCNC(=O)c1ccccc1N(Cc1ccccc1)S(=O)(=O)c1ccc(C)cc1	x	x	-56
CCOCc1nnc(NC(=O)c2cccs2)s1	-0.28	-0.34	-40
CC(C)NC(=O)COC(=O)/C=C/c1ccco1	0.18	-0.48	23
Cc1ccc2cc(COC(=O)c3ccco3)c(=O)[nH]c2c1	0.02	0.18	46
(further entries)
SMILES	SDO1 yeast rescue	SDO1 yeast rescue Rescue 24 h	Insulin prom inh
C/C(Cl)=C/Cn1c(SC(C)C)nc2c1c(=O)[nH]c(=O)n2C	-0.71	-0.59	x
CCOc1ccc(C(=O)Nc2nnc(C)s2)cc1OCC	-0.06	-0.75	x
COC(=O)C1=C(N)OC2=C(C(=O)CCC2)C1c1cccnc1 (stereo not given)	x	x	-25
O=C1NC(=Nc2ccc(F)cc2)CS1	x	x	-183
COC(=O)c1ccc(-c2ccco2)n1Cc1cccc(C)c1	0.33	0.43	-27
CC1=Nc2ccccc2/C1=C/c1nc(-c2ccc(C)s2)oc1O	x	x	6
O=S(=O)(CCc1nc2ccccc2s1)c1ccc2ccccc2c1	-1.5	-1.1	-9
CC1(C)Cc2nc(N3CCOCC3)c(C#N)cc2CO1	0.48	0.25	38
O=C(NC1CC1)C1CCCN1S(=O)(=O)c1ccc2ccccc2c1 (stereo not given)	1.7	2	-156
COc1ccc2c(c1)c(=O)oc1cc(OCC(=O)N3CCC(C)CC3)ccc12	-2.2	-1.8	-10
C=CCN1C(=O)NC(c2ccc(OC)cc2)(C(F)(F)F)S/C1=C(\C#N)c1nnc(N2CCOCC2)n1-c1ccccc1 (stereo not given)	-0.03	-0.03	-15
COc1ccc(OCC(=O)Nn2c(-c3ccc(OC)cc3)nc3ccccc3c2=O)cc1	-0.06	0.21	40
Cc1cc(C)c(C#N)c(SC2CCCCC2=O)n1 (stereo not given)	0.73	0.06	-20
O=C(Cn1c(=O)c2sccc2n(Cc2cccc([N+](=O)[O-])c2)c1=O)NCCc1ccccc1	-0.48	-1.7	21
C=CCc1cccc2cc(C(=O)O)c(=O)oc12	1.1	0.89	6
O=C(O)CSc1nc(C(F)(F)F)cc(=O)n1-c1ccccc1	1.1	0.81	0
CCOC(=O)N1CCN(C(=O)CSCC(=O)Nc2nc(-c3cccs3)cs2)CC1	-0.96	-1.2	-31
Cc1cc2ccccc2n1CCNC(=O)c1cccs1	0.53	0.49	x
O=C(Nc1ccccc1F)c1ccc(Br)o1	-0.05	-0.52	14
Cc1cc(Cl)ccc1OCC(=O)NCCCN1CCOCC1	-0.46	-0.44	0
O=C(Nc1cccc(F)c1)NC1CCCCC1	0.61	0.81	6
CC(=O)N=c1ncn(CC(COC(C)=O)OC(C)=O)c2nc[nH]c12 (stereo not given)	0.33	-0.52	x
Cc1cnc(C(=O)OCC(=O)NC2CCCCCCC2)cn1	x	x	55
COc1ccc(NC(=O)c2ccc(N(C)S(C)(=O)=O)cc2)cc1OC	0.37	-0.28	12
O=c1c(F)cn(C2CCCO2)c(=O)n1Cc1c(Cl)cccc1Cl (stereo not given)	-0.58	-0.13	-7
O=C(CSc1nnc(-c2ccccc2)o1)N1CCc2ccccc2C1	-0.75	-0.6	29
CC(NC(=O)C(=O)NN=C1CCCCCC1)c1ccccc1 (stereo not given)	0.58	0.3	3
CC(NC(=O)c1ccc(F)cc1)c1ccc(F)cc1 (stereo not given)	-0.25	-0.61	-30
O=C(N/N=C/c1ccccn1)C12CC3CC(CC(C3)C1)C2	-0.48	-1.2	x
CC(C)Cc1nc(C(N)=O)c2[nH]c(=O)n(-c3ccc(F)cc3)c2n1	-0.33	-0.51	x
Cc1ccc(S(=O)(=O)Nc2cc(C(F)(F)F)ccc2N2CCOCC2)c(C)c1	-0.4	-0.21	-22
COCCSc1nc2c(c(=O)[nH]c(=O)n2C)n1Cc1cccc(C)c1	-1.6	-1.7	x
Cc1cccc(NC(=O)CS(=O)(=O)c2cn(CC(=O)N3CCOCC3)c3ccccc23)c1	x	x	6
N#CC(C(=O)NC1CCCCC1)=C1CCCCCC1	0.67	1.9	25
CSc1ccc(/C=N/N2CCN(Cc3ccccc3)CC2)cc1	x	x	46
Cc1[nH]nc2c1C(c1ccc(Cl)cc1)C(C#N)=C(N)O2 (stereo not given)	0.59	0.51	x
Cc1ccc2c(c1)c(=O)c(Br)c(C)n2Cc1ccccc1	-0.65	-0.3	-110
O=C(Oc1c(-c2ccccc2)oc2ccccc2c1=O)c1ccccc1	-1.3	-0.69	x
CNC(=S)N(Cc1cc2cc(C)cc(C)c2[nH]c1=O)C1CCCC1	x	x	-43
CCOC(=O)C(C)n1ncn2cccc2c1=O (stereo not given)	1.5	0.62	14
Cc1ccc(C(=O)C2Oc3ccccc3C3CC(c4ccc(C)cc4)=NN23)cc1 (stereo not given)	-0.02	0.03	33
COc1c(Cl)cc(Cl)cc1CNCc1ccccc1	x	x	0
CCOC(=O)NC(CC(=O)O)c1ccc(OC)cc1 (stereo not given)	-0.22	-0.91	21
Cc1ccccc1-c1nc2ccccc2c(=O)n1/N=C/c1ccccc1[N+](=O)[O-]	-0.49	-0.17	x
Cc1nn(-c2ccccc2)c(N2CCCC2)c1/C=N/NC(=O)c1cc(-c2cccnc2)nc2ccccc12	0.47	0.92	x
COc1ccc(CCCC(=O)NCc2ccccc2)cc1C	0.63	-0.74	-70
COc1cc(C2=NOC(C(=O)NCc3ccccn3)C2)cc(OC)c1OC (stereo not given)	0.95	1	-28
CCOC(=O)c1cnc(SCCN2CCOCC2)nc1N	x	x	21
C1CSC2(N1)C1CC3CC2CC(C1)C31NCCS1 (stereo not given)	1	1.3	19
